# Rac1 GTP hydrolysis: MgcRacGAP GTPase-activating activity inhibitors, confirmation, biochemical, ADP Hunter fluorescence. MgcRacGAP-stimulated Rac1 GTP hydrolysis, ADP Hunter fluorescence; higher % means a stronger effect; GST-tagged Rac1 F28L mutant substrate. one-dose inhibition, % at 30 µM; IC50 in µM for titrated hits. 0.6% of 340,000 active;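 active = first-screen hits whose inhibition reached a set limit at any dose in the follow-up dose series; inconclusive = inhibition above the set first-screen limit but never retested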;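 also: fluorescence reports GDP produced by GAP-driven GTP hydrolysis; strong numbers were not always called active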
# NS5 inhibitors: Dengue-2 NS5 methyltransferase inhibitors, primary screen, biochemical, confirmation dose response (AID 588689); Genome polyprotein (Dengue virus type 2 (strain 16681-PDK53)); Dengue-2 NS5 methyltransferase capping enzyme assay, biochemical; higher % means a stronger effect; inhibition, % at 25 µM, or IC50 in µM where a hit was titrated; 0.3% of 340,000 active; in the data active = a potency from the dose series; inconclusive = inhibition above about 29% without an active follow-up result
# NS5 inhibitors pilot replicate: second read-out of NS5 inhibitors, no call of its own (marks repeat the call); inhibition, %; measured here: pilot screen replicate inhibition
# The depositor's hits bear a star; ? = inconclusive. The list is partial; count on the stated rates, not on these rows.
SMILES,Rac1 GTP hydrolysis,NS5 inhibitors,others
COc1cc(NCCCCCCN)c2ncccc2c1OC,?,>100µM*,
Cc1ccc(S(=O)(=O)N2CCC[C@H]2C(=O)OCc2nc3ccccc3s2)cc1,9%,12%,
COc1ccc(NC(=O)C[C@H]2C(=O)N(CCc3ccccc3)C[C@@H]2CSC)cc1,17%,1%,
CC1=NN(c2nc(N)nc(/C(C#N)=C/c3ccc([N+](=O)[O-])o3)n2)C(C)(C)C1,9%,-6%,
CCC1(c2ccc(F)cc2)NC(=O)N(CC(=O)N2CCN(S(=O)(=O)c3ccc(C)cc3C)CC2)C1=O (stereo not drawn),5%,5%,
COc1ccccc1C(=O)COC(=O)C1CCN(S(=O)(=O)c2ccccc2)CC1,5%,-6%,
CCN(CC)c1ccc(C(=C2C=CC(=[N+](CC)CC)C=C2)c2ccccc2)cc1,9.8µM*,25µM*,
C[C@@H]1CN([C@H](C)CO)C(=O)CCCn2nncc2CO[C@@H]1CN(C)S(=O)(=O)c1cn(C)cn1,8%,-10%,
O=C1C2C3C=CC(O3)C2C(=O)N1Nc1ccccc1 (stereo not drawn),4%,3%,
C[C@H](CO)N1C[C@H](C)[C@@H](CN(C)C(=O)Nc2ccnc(N3CCOCC3)c2)OCc2cnnn2CCCC1=O,-11%,-7%,
O=C(O)C1(Nc2ccccc2)CCCC1,-9%,-5%,
O=[N+]([O-])c1cccc(COc2ccccc2CN2CCCC2)c1,1%,-10%,
CN=C1NC(C)(C)C2CCC(C)(CC2)S1,3%,-2%,
CCN(CC)S(=O)(=O)c1cccc(C(=O)NC(C(=O)NNC(=O)c2ccccc2F)C(C)C)c1 (stereo not drawn),2%,-2%,
C[C@@H]1CN([C@H](C)CO)S(=O)(=O)c2ccc(C3=CCCCC3)cc2O[C@H]1CN(C)C(=O)Cc1cccnc1,18%,-5%,
CCC(=Cc1ccccc1O)c1ccncc1,2%,7%,
OCC1OC(n2ccc3c(NO)ncnc32)C(O)C1O (stereo not drawn),2%,9%,
CC(C)(C)N(Cc1ccc2c(c1)OCO2)C(=O)/C=C\S(=O)c1ccccc1 (stereo not drawn),125µM*,-27%,
c1ccc(NN(Cc2cnccn2)c2ccccc2)cc1,1%,-13%,
Cc1ccc2cc(CNC[C@H]3O[C@@H](n4cc(C)c(=O)[nH]c4=O)C[C@@H]3O)c(N3CCOCC3)nc2c1,9%,-13%,
C[C@H]1CN([C@@H](C)CO)C(=O)CCCn2cc(nn2)CO[C@@H]1CN(C)C(=O)c1cc(-c2ccccc2)on1,12%,-3%,
CCCN(C(=O)COC(=O)CCC(=O)c1ccccc1)c1c(N)n(Cc2ccccc2)c(=O)[nH]c1=O,16%,-5%,
O=C1NC(=O)c2c(Br)c(Br)c(Br)c(Br)c21,5%,5%,
Cn1c(N)c(C(=O)N2CCN(c3ccccc3)CC2)c(=O)n(C)c1=O,4%,-6%,
c1ccc2c(-c3nc4ccccc4[nH]3)cccc2c1,10%,-5%,
C[C@@H]1CN([C@H](C)CO)C(=O)c2cc(Br)cnc2O[C@@H]1CN(C)Cc1cncnc1,6%,-7%,
CC1=C(C(=O)N(C)C)CC(CC(=O)NC(c2ccccc2)c2ccccc2)C(=O)N1Cc1ccc(F)cc1 (stereo not drawn),12%,-7%,
CC(C)CN(C(=O)CSc1nc2ccccc2[nH]1)c1c(N)n(Cc2ccccc2)c(=O)[nH]c1=O,3%,-3%,
N#Cc1ccc(C(=O)N2CCC3CC2c2cc(-c4ccccc4)ccc23)cc1 (stereo not drawn),11%,-2%,
CC1COCC(C)N1C(=O)c1cccnc1 (stereo not drawn),-1%,11%,
Clc1ccc(Br)c(-c2nc3ccccc3[nH]2)c1,5%,-10%,
CN1C[C@@H]2[C@@H]3C(=O)N(Cc4ccccc4)C(=O)[C@@H]3[C@](C)(C1=O)N2C(=O)c1ccc(F)cc1,11%,-4%,
O=c1[nH]c2c(c(=O)[nH]1)OCN(Cc1ccccc1)C2,-13%,-7%,
COc1ccccc1NC(=O)N(C)C[C@H]1OCc2cnnn2CCCC(=O)N([C@H](C)CO)C[C@@H]1C,-11%,-9%,
O=C(CSc1ncn[nH]1)Nc1nc2c(F)c(F)c(F)cc2s1,16%,-1%,
CC(C)(C)NCCC(O)c1cc(C(F)(F)F)nc2c(C(F)(F)F)cccc12 (stereo not drawn),-3%,-12%,
COc1ccc(CC(=O)NCc2cccc(Cl)c2)cc1S(=O)(=O)N1CCOCC1,8%,-3%,
C[C@@H]1CN([C@H](C)CO)C(=O)CCCn2nncc2CO[C@H]1CN(C)C(=O)Nc1ccnc(N2CCOCC2)c1,14%,2%,
CC(C)C[C@@H](CNCC(=O)[C@H](Cc1ccccc1)NC(=O)c1[nH]cnc1C(=O)N[C@@H](C)CN)NC(=O)c1nc[nH]c1C(=O)N[C@@H](C)C(=O)O,1%,-8%,
Oc1ccc(C=NN=Cc2ccco2)c(O)c1,29%,9%,

# Entries from the list above that have two or more sulfur atoms (two):
SMILES,Rac1 GTP hydrolysis,NS5 inhibitors,others
Cc1ccc(S(=O)(=O)N2CCC[C@H]2C(=O)OCc2nc3ccccc3s2)cc1,9%,12%,
O=C(CSc1ncn[nH]1)Nc1nc2c(F)c(F)c(F)cc2s1,16%,-1%,

# More compounds:
SMILES,Rac1 GTP hydrolysis,NS5 inhibitors,others
CC(C)C[C@@H](CNCC(=O)[C@H](CC(=O)O)NC(=O)c1[nH]cnc1C(=O)N[C@H](CN)CC(C)C)NC(=O)c1nc[nH]c1C(=O)N[C@@H](Cc1ccccc1)C(=O)O,6%,8%,NS5 inhibitors pilot replicate=0.3
O=C(c1ccc(Cl)c(S(=O)(=O)N2CCCC2)c1)N1CCN(Cc2ccccc2)CC1,4%,10%,
Cc1cc(/C=C(\C#N)C(=O)NCc2ccccc2)c(C)[nH]1,12%,0%,
CCCCCC(=O)N1C[C@@H](n2cc(C3CC3)nn2)[C@H](O)C[C@@H]1c1ccc(OC)cc1,13%,0%,
C=CCCC(=O)N1C[C@H]2CON(C)[C@H]2C[C@H]1c1ccccc1Br,11%,5%,
CC(=NNC(=O)C(C)SC(C)C(=O)NN=C(C)c1cccnc1)c1cccnc1 (stereo not drawn),5%,6%,
COc1ccccc1N1CCN(CC(=O)Nc2cc(C)nn2-c2nc(C)cc(C)n2)CC1,2%,-4%,
CCOc1ccccc1OCCCC(=O)N1CCN(S(=O)(=O)c2ccc(Cl)cc2)CC1,12%,-4%,
CC(=O)OCC(=O)C1(O)CCC2C3CC(C)C4=CC(=O)CCC4(C)C3C(O)CC21C (stereo not drawn),2%,0%,
CC(NC(=O)COC(=O)C1CCN(c2ccc(C(F)(F)F)cn2)CC1)c1ccccc1 (stereo not drawn),22%,6%,
NC1(C(=O)O)CSSC1,12%,6%,
COc1ccccc1C=NN=Cc1ccccc1O,0%,8%,
c1ccc(COc2ncnc3c2ncn3CCCNCC2CCCO2)cc1 (stereo not drawn),7%,-1%,
O=C(Nc1ccn(CCCN2CCN(c3ncccn3)CC2)c(=O)n1)OCc1ccccc1,18%,4%,
N#CC(OC(=O)c1ccccc1)c1cccc([N+](=O)[O-])c1 (stereo not drawn),-2%,-2%,
CCCCCCN1C[C@H](n2cc(-c3ccc(F)cc3)nn2)[C@@H](O)C[C@@H]1c1ccc(OC)cc1,7%,1%,
O=C(CCc1ccccc1Cl)Nc1cc(S(=O)(=O)N2CCOCC2)ccc1N1CCCC1,2%,-1%,
C[C@@H]1CN([C@@H](C)CO)C(=O)CCCn2cc(nn2)CO[C@H]1CN(C)S(=O)(=O)c1cn(C)cn1,9%,-6%,
COc1cccc(C=CC(=O)C=CC=Cc2ccccc2)c1,0%,-5%,
CC(C)(C)OC(=O)N(Cc1ccccc1)Cc1cccc(OCc2cccc(NC(=O)c3ccccc3)c2)c1,6%,-2%,NS5 inhibitors pilot replicate=3.4

# The list goes on, overlapping the part above by 3 compounds.
SMILES,Rac1 GTP hydrolysis,NS5 inhibitors,others
C[C@@H]1CN([C@@H](C)CO)C(=O)CCCn2cc(nn2)CO[C@H]1CN(C)S(=O)(=O)c1cn(C)cn1,9%,-6%,
COc1cccc(C=CC(=O)C=CC=Cc2ccccc2)c1,0%,-5%,
CC(C)(C)OC(=O)N(Cc1ccccc1)Cc1cccc(OCc2cccc(NC(=O)c3ccccc3)c2)c1,6%,-2%,NS5 inhibitors pilot replicate=3.4
C[C@@H]1CCCCO[C@@H](CN(C)S(=O)(=O)c2ccc(F)cc2)[C@@H](C)CN([C@H](C)CO)C(=O)c2cc(N(C)C)ccc2O1,16%,0%,
c1ccc(CCc2cccnc2)cc1,4%,4%,
CC1NC(=O)c2cccnc2-n2c1nc1cc(F)c(F)cc1c2=O (stereo not drawn),10%,1%,
C[C@H](NC(=O)C1CCN(S(=O)(=O)c2ccccc2)CC1)C(=O)NCc1cccnc1,11%,-2%,
CNC[C@@H]1Oc2cc(Br)ccc2S(=O)(=O)N([C@H](C)CO)C[C@H]1C,11%,-1%,
CSc1cnnc2ccccc12,2%,6%,
C[C@@H]1CN([C@@H](C)CO)C(=O)CCCn2nncc2CO[C@H]1CN(C)Cc1ccc2c(c1)OCO2,6%,-5%,
COc1ccc(CCN2CC(C(=O)OCC(=O)NCc3ccccc3Cl)CC2=O)cc1OC (stereo not drawn),2%,5%,
CCCCCCCCNS(=O)(=O)CCNCc1ccccc1OC,7%,0%,
CN(C)c1ccc(Cl)c(NC(N)=S)c1,?,6%,
O=C(O)CCC(=O)OCCN(Cc1ccc(Oc2ccc([N+](=O)[O-])cc2)cc1)C(=O)C(Cl)Cl,-6%,-6%,
NC(=S)c1csc(CCNC(=O)c2ccccc2)n1,9%,2%,
COc1ccc(C(=O)COC(=O)[C@H](C)NS(=O)(=O)c2ccc(NC(C)=O)cc2)cc1OC,-1%,4%,
CSc1ncnc2c1ncn2CCCNCc1cccc2ccccc12,15%,9%,
CN(CCc1ccccc1)C(=O)c1cccc(NC(=O)Cc2cccc(NC(=O)C3CCN(C(=O)c4ccccc4)CC3)c2)c1,4%,-5%,NS5 inhibitors pilot replicate=-1.5
Cc1cccc(NC(=O)CNC(=O)c2ccc(S(=O)(=O)NCc3ccco3)cc2)c1C,17%,-1%,
O=C(O)C(c1ccccc1)C(O)C1CC=CCC1 (stereo not drawn),-1%,11%,
NC(=O)CC(NC(=O)Cc1ccc(Br)cc1)c1ccc(NC2CCCCCCC2)c([N+](=O)[O-])c1 (stereo not drawn),6%,17%,
CCOC(=O)c1nn(C)c(=S)n(C)c1=O,2%,-5%,
O=C(c1cccs1)N1C[C@@H](O)[C@H](n2cc(-c3ccc(F)cc3)nn2)C[C@@H]1c1ccc(Cl)cc1,7%,-1%,
O=C(C(c1ccccc1)C(O)(c1ccccc1)c1ccccc1)N1CCOCC1 (stereo not drawn),-4%,0%,
Nc1c(C(=O)Nc2ccccc2)sc2nc(N3CCOCC3)c3c(c12)CCCC3,6%,3%,
OCC(CO)c1cnnc2ccccc12,-10%,-2%,
COC(=O)C1CN(Cc2ccccc2)C(=O)C1=O (stereo not drawn),0%,5%,
C[C@@H]1CN([C@H](C)CO)C(=O)CCCn2nncc2CO[C@H]1CN(C)S(=O)(=O)c1ccccc1F,8%,-5%,
Nc1ccc2c(S(=O)(=O)O)cccc2c1S(=O)(=O)O,8%,7%,
NC(N)=N/N=C(\N=Nc1ccccc1)c1ccc(Cl)cc1,15%,2%,
Cc1cccc(OC(C)C(=O)Nc2nc(-c3cccnc3)cs2)c1 (stereo not drawn),7%,-7%,
COc1cccc(C2C(C(=O)c3ccco3)=C(O)C(=O)N2CCCN2CCOCC2)c1OC (stereo not drawn),7%,-6%,
C[C@H](CO)N1C[C@H](C)[C@@H](CN(C)C(=O)Nc2ccccc2F)Oc2cc(Br)ccc2S1(=O)=O,11%,1%,
CN(C(=O)c1cccc(NC(=O)Cc2ccc(NC(=O)C3CCCN(C(=O)CCc4ccccc4)C3)cc2)c1)C1CCCCC1 (stereo not drawn),10%,-5%,
O=C(OCc1ccccc1)N(CCCCN(CCCNCc1ccccc1)C(=O)OCc1ccccc1)CCCNCc1ccccc1,7%,-7%,

# Ordered by formula weight (descending): part of the list above
SMILES,Rac1 GTP hydrolysis,NS5 inhibitors,others
CN(C(=O)c1cccc(NC(=O)Cc2ccc(NC(=O)C3CCCN(C(=O)CCc4ccccc4)C3)cc2)c1)C1CCCCC1 (stereo not drawn),10%,-5%,
Cc1cccc(OC(C)C(=O)Nc2nc(-c3cccnc3)cs2)c1 (stereo not drawn),7%,-7%,
COC(=O)C1CN(Cc2ccccc2)C(=O)C1=O (stereo not drawn),0%,5%,
OCC(CO)c1cnnc2ccccc12,-10%,-2%,

# Screening data: PubChem BioAssay, Southern Research Specialized Biocontainment Screening Center
